NR2E3 ag-1 = agonists of human NR2E3 nuclear receptor; CHO-S Gal4-NCOR/VP16-NR2E3 two-hybrid, luciferase; inhibition of corepressor binding, % at 3.98 µM; hit rate 0.35% among 360,000; AID 602229;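 active = inhibition above the mean of all tested compounds plus 3 SD, cut at about 70% in these data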;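 also: 0% = DMSO with NR2E3 transfected cells and 100% = cells lacking NR2E3 construct; higher means lower luciferase signal from less NR2E3 corepressor binding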
Target sequence (Q9Y5X4 whole entry, looked up, the tested form may be a part): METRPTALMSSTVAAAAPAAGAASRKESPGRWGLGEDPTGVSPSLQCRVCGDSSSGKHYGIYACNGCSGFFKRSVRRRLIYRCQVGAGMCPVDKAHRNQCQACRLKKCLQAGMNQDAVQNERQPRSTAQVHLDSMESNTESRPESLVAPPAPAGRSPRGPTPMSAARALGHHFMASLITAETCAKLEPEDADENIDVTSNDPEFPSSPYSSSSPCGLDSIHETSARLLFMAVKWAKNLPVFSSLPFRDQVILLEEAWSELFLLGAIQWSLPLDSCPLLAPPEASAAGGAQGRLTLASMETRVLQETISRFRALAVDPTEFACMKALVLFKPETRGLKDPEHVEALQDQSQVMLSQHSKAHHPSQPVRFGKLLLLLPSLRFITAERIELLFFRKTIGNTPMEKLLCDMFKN
iPSC survival up = hiPSC single-cell survival enhancement | ATPlite luminescence; 100% = ROCK inhibitor wells, 0% = DMSO | survival enhancement, % at 20 µM | hit rate 0.044% among 360,000 | AID 602274; in the data active = survival enhancement above about 18%;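 also: cells exposed to compounds for 16 hours before the ATP read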
HIF-2a block = HIF-2a inhibition; 786-0 RCC cells HIF-2a reporter, luciferase luminescence, overnight; inhibition, % at 18.8 µM; hit rate 0.72% among 360,000;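 active = inhibition of the luminescence signal of 40% or more relative to plate controls, in a single-dose primary screen at 18.75 µM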
Shn3 inh set2 = Schnurri-3 reporter inhibition in Clone20 osteoblasts; Clone20 osteoblast Shn3 3'UTR firefly luciferase, 24 h; inhibition, % at 12.5 µM; hit rate 0.52% among 360,000;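 active = mean inhibition of at least 75% with every replicate also reaching 75%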;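 also: 0% = median of neutral control wells and 100% = pilot-screen positive control compound; some compounds past the cut are filed as inactive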
NR2E3 ag-2 = agonists of human nuclear receptor NR2E3; Q9Y5X4; GST-NR2E3/biotin-RetCOR TR-FRET, 1536-well; inhibition of corepressor binding, % at 4.78 µM; hit rate 0.12% among 320,000; AID 2300;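 active = percent inhibition above the cutoff of mean plus 3 SD of all tested compounds, set per screening campaign, cut at about 20% in these data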;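 also: 0% = DMSO wells and 100% = biotin wells as full block of FRET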
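Material: NR2E3–RetCOR corepressor complex | Quantity: 1.35 nM GST-tagged NR2E3 final | Schedule: 5 h at 4 °C | Replication: Singlicate compound wells | Reagent: RetCOR corepressor, biotinylated, 7 nM | Controls: Biotin wells as high control, 0.6% DMSO wells as low control | Signal: TR-FRET, Eu(K)-anti-GST donor, streptavidin-D2 acceptor, ex 340, em 617/671 nm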
CaV13 ICDI inh = Primary screen for inhibitors of IQ motif and Ca2+-dependent inactivation inhibitor domain binding in CACNA1D, Förster resonance energy transfer in living cells, …; HEK cells, CFP/YFP FRET ICDI-IQ, plate reader, 10 min; percent FRET-ratio fall versus neutral wells; inhibition, % at 12.3 µM; hit rate 0.098% among 340,000;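 active = mean replicate inhibition of at least 30% and at least 1% of replicates passing that level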;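 also: 0% = median of the neutral control wells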
m5-HT2A agonist = mouse HTR2A agonism via beta-arrestin recruitment; P35363; activation, % at 7.6 µM; AID 624169; hit rate 0.66% among 360,000; CHO-K1 mHTR2A beta-arrestin complementation, luminescence; percent of 30 µM serotonin response;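 active = activation above a run cutoff, the mean activation of all tested compounds plus 3 SD, cut at about 14% in these data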;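 also: 0% = plate median of compound wells and 100% = 30 µM serotonin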
H9c2 protect = protects H9c2 cardiomyocytes from peroxide injury | H2O2 injury protection, ATPLite, 2 h | protection from H2O2 cell death, % at 20 µM | hit rate 0.63% among 360,000;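 active = compounds giving at least 50% protection of heart cells from peroxide-induced death in the single-dose screen, raw or plate-pattern-corrected value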;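 also: 0% = DMSO wells with peroxide and 100% = DMSO wells without peroxide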
Peg3 prom inh = Peg3 promoter activity inhibition; inhibition, % at 20 µM; AID 588405; HeLa PEG-Prom luciferase reporter, luminescence, overnight; hit rate 1.7% among 360,000;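 active = inhibition of at least 50% at 20 µM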
MITF TRPM1 inh = MITF TRPM1 promoter inhibition in SK-MEL-5 cells; SK-MEL-5 TRPM1 promoter luciferase, 24 h; hit rate 0.83% among 330,000; inhibition, % at 12.5 µM;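 active = mean inhibition across replicates of 60% or more, whatever share of single replicates reaches that level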; also: values of inactives mirror those of a sister screen read the other way
PDI inh = blocks human protein disulfide isomerase activity; P07237; PDI insulin aggregation turbidity, A650, 90 min; inhibition, % at 10 µM; hit rate 0.052% among 350,000; AID 588391;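 active = mean inhibition across replicates of 30% or more, whatever share of single replicates reach that level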;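 also: absorbance from insulin aggregation driven by PDI reduction with DTT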
Target sequence (P07237 whole entry, looked up): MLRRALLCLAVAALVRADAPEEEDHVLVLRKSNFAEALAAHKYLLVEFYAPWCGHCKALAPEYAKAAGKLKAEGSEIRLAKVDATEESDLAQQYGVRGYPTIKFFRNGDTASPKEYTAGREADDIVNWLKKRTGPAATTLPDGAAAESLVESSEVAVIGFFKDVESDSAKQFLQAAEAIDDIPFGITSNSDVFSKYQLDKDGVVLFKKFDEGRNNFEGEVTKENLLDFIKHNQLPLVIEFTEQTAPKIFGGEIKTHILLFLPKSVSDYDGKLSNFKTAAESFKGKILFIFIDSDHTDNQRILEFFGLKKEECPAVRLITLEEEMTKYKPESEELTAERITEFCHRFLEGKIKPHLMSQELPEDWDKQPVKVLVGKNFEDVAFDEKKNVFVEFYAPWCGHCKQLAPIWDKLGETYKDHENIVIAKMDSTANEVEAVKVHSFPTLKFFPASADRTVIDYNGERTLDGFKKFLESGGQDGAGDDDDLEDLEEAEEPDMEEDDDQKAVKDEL
An asterisk follows results filed as active; / = no result given.

Values run as follows: NR2E3 ag-1, iPSC survival up, HIF-2a block, Shn3 inh set2, NR2E3 ag-2, CaV13 ICDI inh, m5-HT2A agonist, H9c2 protect, Peg3 prom inh, MITF TRPM1 inh, PDI inh
O=C(CCc1ccc(S(=O)(=O)N2CCOCC2)cc1)OCc1nc2ccccc2s1
 : -28, -0.8, -176, -53, 3, -4, 3, -13, -139, -1, -8
O=C(COC(=O)c1ccc(Cl)s1)c1cc2ccccc2o1
 : -13, 0.9, 12, -9, 1, -4, -5, -3, -9, 0, 14
CCCn1nnc(NC(=O)c2ccc(Cl)cc2Cl)n1
 : -100, 0.8, -147, -53, -2, -4, 1, -8, -136, -60, 17
CCOC(=O)N1CCN(CCC(=O)Nc2cc(C)ccc2OC)CC1
 : 3, -0.3, 11, 8, -7, -4, -3, -8, 9, 10, -3
COc1cc(C2CC(c3c(C)cc(C)[nH]c3=O)=NN2c2ccccc2F)cc(OC)c1OC (centres undefined)
 : 7, -0.6, 10, -1, 2, -48, 5, 2, 1, 9, 1
COc1ccc(/C=C(\NC(=O)c2ccco2)C(=O)N2CCCCC2)cc1
 : -3, -0.5, 14, 7, 4, -7, -8, 6, 5, 5, 4
Cc1cc(=O)[nH]c2cc(Cl)ccc12
 : -4, -0.8, -7, -9, 4, -12, -1, 10, 26, 4, 1
C/C(=N/NC(=O)CNC(=O)c1ccccc1)c1ccc(C)cc1
 : -8, 0.3, -2, 10, 2, 6, -6, 3, -21, 0, 2
CC(C)C[C@H]1COc2cc(N3CCN(Cc4ccccc4F)CC3)ccc2S(=O)(=O)N1
 : -27, 0.1, -1, /, /, -4, 2, /, /, /, /
COC(=O)C1C(=O)C=C(Nc2ccc(F)cc2)CC1c1ccc(OC)cc1 (centres undefined)
 : -39, -1.5, -108, -24, 2, -4, 0, 0, -104, -17, -5

Other entries
Values run as follows: NR2E3 ag-1, iPSC survival up, HIF-2a block, Shn3 inh set2, NR2E3 ag-2, CaV13 ICDI inh, m5-HT2A agonist, H9c2 protect, Peg3 prom inh, MITF TRPM1 inh, PDI inh
COc1cc(OC)cc(C(=O)Nc2ccc3c(c2)OCCO3)c1
 : -56, -0.5, -235, -73, 1, -3, -1, -14, -184, -64, -8
Cc1occc1C(=O)NCCCCc1ccccc1
 : -12, 3.9, -59, -20, 0, -4, -2, 8, -74, -14, -4
OC[C@H]1O[C@H](c2nc(-c3nc(-c4cccs4)no3)cs2)C[C@@H]1O
 : -124, 0.3, -82, -101, /, -10, 3, -8, -98, /, -9
COc1ccc(CCC(=O)N2CCN(S(=O)(=O)c3ccc4ccccc4c3)CC2)cc1
 : -8, 0.2, 15, 22, -2, /, 3, -9, 13, 0, 6
COc1ccc(S(=O)(=O)Nc2ccc(-c3ccc(N4CCCC4)nn3)cc2)cc1C
 : -8, 0.3, -10, 10, 1, -6, 4, -10, -20, -1, 4
Cc1ccc(CNC(=O)CCCC(=O)Nc2cc(C)on2)cc1
 : 4, -1.6, 12, -3, -3, -6, 0, 2, 6, 3, 8
Nc1c(Cl)cnc(C(Cl)(Cl)Cl)c1Cl
 : -9, -0.8, 17, 10, 3, 3, -5, -11, 28, 18, 5
CCN(CC)S(=O)(=O)c1cccc(NC(=O)CCNC(=O)NC23CC4CC(CC(C4)C2)C3)c1
 : 4, 0.0, 5, 45, 4, /, -6, -11, 30, 5, -1
O=C(Cn1cc([N+](=O)[O-])cn1)NC1CCCCCC1
 : -32, -0.5, 6, 2, 6, -6, 3, 5, 17, -6, -7
Cc1ccc(NC(=O)C2CCN(c3ncnc4sc(C)c(C)c34)CC2)cc1S(=O)(=O)N(C)C
 : -1, -0.4, 16, 34, -3, -5, -10, -1, 27, 13, 7

An excerpt from above in order of SMILES length, smallest number first.
Values run as follows: NR2E3 ag-1, iPSC survival up, HIF-2a block, Shn3 inh set2, NR2E3 ag-2, CaV13 ICDI inh, m5-HT2A agonist, H9c2 protect, Peg3 prom inh, MITF TRPM1 inh, PDI inh
COc1ccc(S(=O)(=O)Nc2ccc(-c3ccc(N4CCCC4)nn3)cc2)cc1C
 : -8, 0.3, -10, 10, 1, -6, 4, -10, -20, -1, 4
OC[C@H]1O[C@H](c2nc(-c3nc(-c4cccs4)no3)cs2)C[C@@H]1O
 : -124, 0.3, -82, -101, /, -10, 3, -8, -98, /, -9
Cc1ccc(NC(=O)C2CCN(c3ncnc4sc(C)c(C)c34)CC2)cc1S(=O)(=O)N(C)C
 : -1, -0.4, 16, 34, -3, -5, -10, -1, 27, 13, 7

Continued.
Values run as follows: NR2E3 ag-1, iPSC survival up, HIF-2a block, Shn3 inh set2, NR2E3 ag-2, CaV13 ICDI inh, m5-HT2A agonist, H9c2 protect, Peg3 prom inh, MITF TRPM1 inh, PDI inh
COc1ccc(CCNS(=O)(=O)c2cc3c4c(c2)CCN4C(=O)CC3)cc1
 : -4, 0.8, 13, 2, -2, /, 7, -8, 0, 3, 0
CCCc1c(O)nc(SC2CC(=O)N(c3cc(OC)ccc3OC)C2=O)[nH]c1=O (centres undefined)
 : -26, 4.5, -3, -2, -1, -5, -1, 4, 7, -3, 1
CCOC(=O)C1CCCN(CCC(=O)Nc2ccc(F)c(F)c2)C1 (centres undefined)
 : -11, -0.5, 3, 25, 0, /, -2, -1, 9, 2, 1
O=C1N/C(=C/c2ccc(N3CCOCC3)o2)C(=O)N1c1cccc(Cl)c1
 : 9, -4.3, 35, 96*, 3, -4, 3, -1, -31, -1, 1
COc1ccc(NC(=O)COc2nc3ccccc3nc2N2CCOCC2)c(OC)c1
 : -7, -1.9, 2, -17, 2, -4, -1, -2, 22, -2, -2
CCOC(=O)Cn1c(=O)oc2cc(S(=O)(=O)N(C)c3cccc(C)c3)ccc21
 : 6, 2.5, 5, 6, -4, -4, -2, 13, -3, -5, -4
O=C(NC1Cc2ccccc2C1)c1cc(COc2ccc(F)cc2Cl)on1
 : -18, -0.1, -10, 5, -5, -19, 0, -6, 0, -10, -2
O=C(NCc1ccc(F)cc1F)Nc1cnccc1C(F)(F)F
 : -21, -0.5, 10, 8, -1, -21, 8, 1, -3, 2, -1
O=C(NCc1ccccc1)C1CNCC(C(=O)NCc2ccccc2)C1 (centres undefined)
 : 22, 1.8, 11, -9, /, -6, -4, 4, -7, /, 0
CC(NC(=O)CC1SC(N)=NC1=O)c1ccccc1 (centres undefined)
 : -16, 2.6, 6, 4, 3, -4, 1, 2, 6, 1, 7

(further entries)
Values run as follows: NR2E3 ag-1, iPSC survival up, HIF-2a block, Shn3 inh set2, NR2E3 ag-2, CaV13 ICDI inh, m5-HT2A agonist, H9c2 protect, Peg3 prom inh, MITF TRPM1 inh, PDI inh
CCOC(=O)c1cn(CC(=O)Nc2cccc(Cl)c2)nn1
 : 8, 1.8, 9, -5, 0, -7, 0, -2, 17, 2, 7
CCN1C(=O)c2cccc3c(S(=O)(=O)NCc4ccccc4)ccc1c23
 : 5, -0.6, -8, 7, 1, -12, 1, 1, -3, -3, 1
Cc1ccc(CN(Cc2cccnc2)C(=O)CN2C(=O)COc3ccccc32)o1
 : -8, 0.1, 15, 5, 1, -7, 2, 4, 15, -5, -3
Cc1nn(-c2ccccc2)c(C)c1CN
 : -1, -0.2, 15, -13, -1, 4, 2, 1, -2, 5, 5
O=C(c1ccc(N2C(=O)C3C4c5ccccc5C(c5ccccc54)C3C2=O)cc1)N1CCOCC1 (centres undefined)
 : -8, -3.5, 6, 11, 0, -1, -2, 3, 13, 5, -19
Cc1ccc(C)c(N2CCN(S(=O)(=O)c3ccc4[nH]c(=O)c(=O)[nH]c4c3)CC2)c1
 : 3, 0.1, 6, -24, 6, -11, 1, -5, 13, 11, 5
Cc1cccc(C)c1OCC(=O)N/N=C/c1cccnc1
 : -78, -0.2, 0, 1, -4, -2, -15, 0, 2, 10, 5
CCC(O)c1cnc(OCc2ccccc2)nc1OCc1ccccc1 (centres undefined)
 : -12, 6.7, 23, 32, /, -10, -9, -5, 22, /, 5
COc1cccc(NC(=O)C(=O)c2cn(CC(=O)N3CCCC3)c3ccccc23)c1
 : 0, -0.5, -95, -15, 0, -7, 9, 2, -95, -19, -18
C[n+]1ccccc1/C=C/c1cc(Br)ccc1O
 : -18, 0.1, 7, -17, 3, -2, -8, 1, 8, 5, 12

(listing goes on)
Values run as follows: NR2E3 ag-1, iPSC survival up, HIF-2a block, Shn3 inh set2, NR2E3 ag-2, CaV13 ICDI inh, m5-HT2A agonist, H9c2 protect, Peg3 prom inh, MITF TRPM1 inh, PDI inh
C(=N\N1CCN(Cc2ccccc2)CC1)/c1ccc(-c2ccccc2)cc1
 : 13, -1.3, 11, 89*, -1, -5, 1, 0, -4, -6, -6
S=C(NCCc1ccccc1)N/N=C/c1cccs1
 : -56, 0.0, -128, 4, -7, -4, -9, -2, -60, /, -3
Cn1nnnc1Sc1ncnc2scc(-c3ccc(Br)cc3)c12
 : 49, -3.4, 93*, 96*, /, -11, 1, -8, 103*, 94*, 1
c1ccc2[nH]c(-c3nc4ccccc4[nH]3)nc2c1
 : -81, -3.7, -137, -50, 0, -4, -1, -10, -166, -45, -8
COc1ccc2cc(C(=O)/C=C/c3cc(OC)c(O)c(OC)c3)ccc2c1
 : -10, 0.4, -18, -29, 2, -5, -4, 41, -58, 7, 7
COc1ccc2nc(C)cc(SCC(=O)NNC(=O)COc3ccccc3)c2c1
 : -7, -0.3, 18, 18, 2, -3, 0, -2, 3, -1, -3
CC1CCN(C2CCN(C(=O)c3ccccc3F)CC2)CC1
 : -1, 0.0, 18, 0, -2, -20, 2, -4, 9, 2, 13
CCCCN1C(=O)c2ccc(C(=O)NC3=NCCS3)cc2C1=O
 : 15, -1.0, -39, -24, 1, -3, -1, 2, -16, 1, 5
COc1cc(C(=O)Nc2ccccc2SCc2cc(=O)n3nc(C)sc3n2)cc(OC)c1OC
 : 20, -0.7, 2, -18, -2, -2, -4, 4, -17, -14, -1
CCCCn1c(N)c(N(CC(C)C)C(=O)c2cccc(S(=O)(=O)N3CC(C)OC(C)C3)c2)c(=O)[nH]c1=O (centres undefined)
 : 9, -0.5, 2, 3, 1, -6, -2, 2, 9, -14, 2

New compounds follow.
Values run as follows: NR2E3 ag-1, iPSC survival up, HIF-2a block, Shn3 inh set2, NR2E3 ag-2, CaV13 ICDI inh, m5-HT2A agonist, H9c2 protect, Peg3 prom inh, MITF TRPM1 inh, PDI inh
CC(C)Oc1ccc(OCCSc2nc3ccccc3n2CC(=O)O)cc1
 : 24, 0.7, 5, 1, 3, -20, 1, 1, 19, 4, 10
Cc1cc(C)n(C(=O)c2ccc(Cn3nc(C)c(Br)c3C)o2)n1
 : -8, 0.0, 18, -5, -1, -6, -1, 4, 17, 2, 12
Cc1ccc(Nc2nnc(C)c(=O)[nH]2)cc1
 : 6, -0.9, 14, 9, 3, 4, 3, -3, -4, -16, -2
COC(=O)C1C(=O)CC(C)(O)C(C(=O)OC)C1/C=C/c1ccccc1 (centres undefined)
 : -4, 2.7, -5, 5, -1, -6, -1, -6, 7, -12, 2
